High-throughput results as filed in PubChem.
M1AAP inhibition – P. falciparum M1AAP inhibitors, biochemical, fluorogenic H-Leu-NHMec substrate, 1536-well (AID 1445); Aminopeptidase N (Plasmodium falciparum (isolate 3D7)); recombinant M1AAP, H-Leu-NHMec fluorogenic kinetic assay; higher % means a stronger effect; inhibition, % at 30 µM, or IC50 in µM where a hit was titrated; hit rate 0.42% among 220,000;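 active = primary inhibition above the hit cutoff, then over 50% inhibition at one or more dose response concentrations, cut at about 23% in these data, passing the limit was not always enough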;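 also: plate controls were DMSO full reaction for no effect and no enzyme background for full effect; strong numbers were not always called active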
PMI inhibitors – inhibitors of human PMI, primary screen, biochemical, fluorescence intensity, coupled assay (AID 1209) | purified PMI enzyme, coupled fluorescence intensity; higher % means a stronger effect | hit rate 0.42% among 190,000 | one-dose inhibition, % at 20 µM; IC50 in µM for titrated hits;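 also: plate controls were DMSO vehicle for no effect and wells lacking substrate for full effect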
Myeloid diff MLP – induction of myeloid progenitor differentiation, primary screen, cell-based, flow cytometry, MLPCN library; hit rate 1% among 360,000; ER-HoxA9 myeloid progenitors, lysozyme-GFP differentiation; AID 624256, 2012; calls only at 10 µM;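 active = normalized GFP-positive differentiation at or above the plate's own cutoff, the solvent-only control mean plus 3 SD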;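 also: cells exposed to compound for four days before flow analysis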
human PMI inhibitors – human PMI inhibitors, high substrate, primary screen, biochemical, fluorescence intensity, high mannose 6-phosphate (AID 1220). recombinant PMI enzyme, coupled fluorescence intensity; higher % means a stronger effect. hit rate 0.66% among 190,000. inhibition, % at 20 µM, or IC50 in µM where a hit was titrated
TNAP activators – human TNAP enzyme activators, primary screen, biochemical, luminescent, no phosphate acceptor, uHTS (AID 1001); Alkaline phosphatase, tissue-nonspecific isozyme (Homo sapiens); purified TNAP, luminescent activation assay, no phosphate acceptor; higher activation fold means a stronger effect; activation fold at 20 µM; hits with a dose series show EC50 in µM; hit rate 0.03% among 200,000; in the data active = activation fold from about 3, or a potency from the dose series; inactive = the rest, 99 in 100 with activation fold below about 1.6; also: many of its hits are not listed in these tables
WT yeast gro inh – growth inhibition of WT strain, primary screen, mitochondrial fusion inhibitor project, WT and mutant strains, chemical genetic; hit rate 2.1% among 190,000; inhibition, % at 10 µM; mitochondrial fusion phenotypic screen; in the data active = inhibition above about 58%; tested in S. cerevisiae
Lipid droplet – inhibitors of hepatocyte lipid droplet formation, primary screen, imaging, high-throughput imaging, BODIPY stain. hit rate 0.4% among 240,000. AML12 mouse hepatocytes, oleate lipid droplets. inhibition, % at 6.5 µM;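 active = lipid droplet intensity inhibited by at least 50%, with more than 500 cells counted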
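Material – AML12 mouse liver cells · Also added – oleate loading, 100 µM · Compound dosing – 6.5 µM single-point dosing · Times – overnight treatment with compound plus oleate · Measured by – fluorescence imaging, 20x objective, two fields per well · Read-out – percent inhibition of filter-corrected integrated lipid droplet intensity per well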
UTI89 phage lysis – inhibition of K1F phage lysis, E. coli UTI89, bacterial capsule biogenesis inhibitors, alamar blue (AID 488966). hit rate 0.02% among 340,000. E. coli UTI89 K1F phage lysis, alamar blue, 2 h; higher % means a stronger effect. inhibition, % at 100 µM; hits with a dose series show IC50 in µM;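 active = phage lysis inhibition, versus mean bacterial control, above a set limit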;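 also: capsule biogenesis inhibitors block K1F phage lysis so surviving cells raise fluorescence; higher fluorescence means more inhibition of phage lysis; actives were called in the ten point dose series up to 300 µM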
CSM14.1 death rescue – rescue of cells from ER stress-induced death, primary screen, 384-well, CSM14.1, thapsigargin, ATP luminescence (AID 1222); CSM14.1 thapsigargin-induced death rescue, ATP luminescence; higher % means a stronger effect; cellular ATP content (survival), % at 20 µM, or EC50 in µM where a hit was titrated; 190,000 tested, under 10 active;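 active = EC50 below 50 µM in the dose-response confirmation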;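 also: death triggered by thapsigargin at about 15 µM added after 2 h compound pretreatment; cell ATP read after overnight thapsigargin exposure of roughly 18 to 22 hours; normalized against plate controls of thapsigargin alone and 5% DMSO vehicle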
WT yeast gro inh mutant strain – further read-out of WT yeast gro inh, marked with its call; inhibition, %; mitochondrial fusion phenotypic screen, mutant strain inhibition
Lipid droplet cells 6.5 µM – further read-out of Lipid droplet, marked with its call; cell count; measured here: cell count, cytotoxicity flag;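 cells counted across two imaged fields per well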
Myeloid diff MLP GFP+ MAC1+ % – second read-out of Myeloid diff MLP, no call of its own (marks repeat the call); GFP+ MAC1+ double positive, %; measured here: differentiation confirmed by MAC1 staining
An asterisk follows results filed as active; i = inactive; · = not tested or not shown; [ ] = another dose, or the depositor's remark. Rule as the data show it, unless noted: active = inhibition above about 50%; inactive = the rest.

SMILES	M1AAP inhibition	PMI inhibitors	Myeloid diff MLP	Myeloid diff MLP GFP+ MAC1+ %	human PMI inhibitors	TNAP activators	WT yeast gro inh	WT yeast gro inh mutant strain	Lipid droplet	Lipid droplet cells 6.5 µM	UTI89 phage lysis	CSM14.1 death rescue
O=C(NCc1ccc2c(c1)OCO2)c1ccc(N2C(=O)C3CCCCC3C2=O)cc1 (stereo unspecified)	7%	-1%	i	1.2	-7%	1.1	20	22	1	765	0.4%	-0.2%
O=C(NC(=S)NCCc1ccccn1)c1ccco1	6%	-3%	i	0.4	0%	1.2	-7	17	-28	697	1.2%	-0.6%
Cc1ccc(C)c(S(=O)(=O)N2CCN(C(=O)Cn3c(C(F)(F)F)nc4ccccc43)CC2)c1	0%	-9%	i	0.9	-12%	1.1	2	7	2	748	1.0%	-1.9%
Cc1cc(N2CCN(C)CC2)nc2ccc(NC(=O)c3ccc(Br)o3)cc12	4%	19%	i	0.5	10%	1.1	1	0	-16	716	-0.4%	0.0%
O=C(Cn1nnc(-c2ccncc2)n1)N1CCc2ccccc21	5%	-2%	i	7.1	3%	1.1	-7	-19	·	·	0.0%	-0.4%
CCOCCc1nnc(NC(=O)c2ccc(OC)c(OC)c2)s1	7%	13%	i	0.5	11%	1.1	-6	-12	-3	701	-0.6%	·
N#CC(C#N)=C1C=CC=CN1/C(=C\c1ccccc1)C(=O)c1cccs1	5%	4%	i	0.7	17%	1	-7	-1	8	736	-0.5%	2.7%
CCOC(=O)C1CCCN(C(=O)c2ccc(OCC)cc2)C1 (stereo unspecified)	7%	5%	i	0.9	7%	1.1	-14	-5	·	·	1.5%	1.3%
CN(c1ccccc1)c1cc(=O)[nH]c(=O)[nH]1	4%	3%	i	0.3	28%	1	-16	-11	-6	656	0.4%[50 µM]	-0.9%
COc1cccc(OCCc2c(C)n[nH]c2C)c1	1%	-6%	i	0.8	-15%	1	15	17	-9	749	-0.3%	3.9%
Cc1ccc(Nc2oc(C)nc2C#N)cc1	14%	-1%	i	1.8	2%	1.1	12	20	·	·	6.0%	-0.8%
COc1ccc(-c2ccc(CCC(=O)O)n2CC(C)C)cc1	8%	0%	i	8.7	-7%	1.1	-7	-17	10	761	-3.1%	2.4%
CC(=O)c1cccc(NC(=O)C(NC(C)C)c2ccccc2)c1 (stereo unspecified)	5%	-4%	i	0.2	1%	1	5	6	-19	674	0.1%	-0.9%
CSc1ncccc1C(=O)OCc1cccc([N+](=O)[O-])c1	6%	-5%	i	0.5	13%	1.1	-2	-13	13	728	-0.3%	0.6%
CCOC(=O)CNC(=O)/C=C/c1ccc2c(c1)OCO2	9%	3%	i	0.3	8%	1.1	-16	8	0	640	0.1%	-1.7%
Cc1cc2c(cc1C)NC(c1cccnc1)C1=C(CC(C)(C)CC1=O)N2 (stereo unspecified)	11%	4%	i	1.0	15%	1	-15	3	0	685	1.9%	-0.9%
CN(C)CC(C)(C)CNS(=O)(=O)c1ccc(OC(F)(F)F)cc1	4%	-12%	·	·	3%	1	-16	-12	14	672	0.5%	0.5%
COc1cccc(/C=C(\C(=O)O)c2ccccc2)c1	2%	-6%	i	0.3	4%	1.3	-11	1	-1	661	0.3%	-0.8%
Cc1ccc(S(=O)(=O)N(Cc2ccc(F)cc2)Cc2ccco2)cc1	11%	18%	i	0.7	7%	1.1	-8	11	-3	723	0.0%	2.7%
COc1ccc(C(=O)O/N=C(/c2ccccc2)c2ccncc2)cc1OC	3%	-10%	i	0.1	-12%	1.1	1	-2	23	723	1.0%	-1.8%
Cc1cc(=O)n2[nH]nnc2n1	12%	·	i	0.4	·	·	·	·	28	718	0.1%	·
CCCCn1nc2cc(C(=O)NCC34CC5CC(CC(C5)C3)C4)ccc2c1OC	2%	14%	i	0.6	11%	1.1	10	-7	·	·	0.6%	-0.2%
CC(=O)Nc1ccc(S(=O)(=O)NC(CC(=O)O)c2ccc(C)cc2)cc1 (stereo unspecified)	5%	·	i	0.7	·	·	·	·	1	704	-0.3%	·
CCOC(=O)Cc1csc(NC(=O)c2cc3ccccc3o2)n1	-2%	-42%	·	·	-57%	1.1	5	23	0	699	1.2%	-2.6%
COC(=O)C(C)n1cnc2c(nnn2-c2cccc(Cl)c2)c1=O (stereo unspecified)	0%	-1%	i	2.9	5%	1.1	22	10	·	·	-0.9%	3.8%
Cc1ccc(CC2S/C(=N/N=C/c3ccco3)NC2=O)cc1 (stereo unspecified)	14%	-18%	i	1.0	-14%	1.2	-4	-3	-2	665	0.0%	0.9%
Cc1cc(Br)c(NC(=O)COC(=O)C2CC2C)c(Br)c1 (stereo unspecified)	1%	0%	i	0.6	-4%	1	-1	-5	-16	629	4.0%	-3.4%
Fc1ccc(NC(=S)N/N=C/c2cccc(Br)c2)c(F)c1	10%	5%	i	0.7	0%	1.1	22	29	0	793	0.6%	0.5%
C=CCn1c(O)c(C(CC)=NCCN2CCOCC2)c(=O)[nH]c1=O	-6%	-17%	i	1.5	-15%	1	6	-3	·	·	-0.2%	-0.8%
Cc1cccc2cc(CN(Cc3ccc(F)cc3)C(=O)N3CCOCC3)c3nnnn3c12	-2%	-8%	i	0.7	-2%	1.1	-22	-2	·	·	4.4%	-0.9%

Taken from the results shown (5 entries):
SMILES	M1AAP inhibition	PMI inhibitors	Myeloid diff MLP	Myeloid diff MLP GFP+ MAC1+ %	human PMI inhibitors	TNAP activators	WT yeast gro inh	WT yeast gro inh mutant strain	Lipid droplet	Lipid droplet cells 6.5 µM	UTI89 phage lysis	CSM14.1 death rescue
Cc1ccc(CC2S/C(=N/N=C/c3ccco3)NC2=O)cc1 (stereo unspecified)	14%	-18%	i	1.0	-14%	1.2	-4	-3	-2	665	0.0%	0.9%
Cc1cc(Br)c(NC(=O)COC(=O)C2CC2C)c(Br)c1 (stereo unspecified)	1%	0%	i	0.6	-4%	1	-1	-5	-16	629	4.0%	-3.4%
Fc1ccc(NC(=S)N/N=C/c2cccc(Br)c2)c(F)c1	10%	5%	i	0.7	0%	1.1	22	29	0	793	0.6%	0.5%
C=CCn1c(O)c(C(CC)=NCCN2CCOCC2)c(=O)[nH]c1=O	-6%	-17%	i	1.5	-15%	1	6	-3	·	·	-0.2%	-0.8%
Cc1cccc2cc(CN(Cc3ccc(F)cc3)C(=O)N3CCOCC3)c3nnnn3c12	-2%	-8%	i	0.7	-2%	1.1	-22	-2	·	·	4.4%	-0.9%

Some entries already given, limited to UTI89 phage lysis:
molecule	UTI89 phage lysis
Cc1cc(Br)c(NC(=O)COC(=O)C2CC2C)c(Br)c1 (stereo unspecified)	4.0%
Fc1ccc(NC(=S)N/N=C/c2cccc(Br)c2)c(F)c1	0.6%

Further results.
SMILES	M1AAP inhibition	PMI inhibitors	Myeloid diff MLP	Myeloid diff MLP GFP+ MAC1+ %	human PMI inhibitors	TNAP activators	WT yeast gro inh	WT yeast gro inh mutant strain	Lipid droplet	Lipid droplet cells 6.5 µM	UTI89 phage lysis	CSM14.1 death rescue
Cn1nc(C(F)(F)F)cc1C(=O)Nc1ccc(Cl)cc1	1%	·	i	0.9	·	·	·	·	1	721	0.8%	·
CCN(CC)S(=O)(=O)c1ccc(-n2c(=O)c(C(C)C)c(C)n2C)cc1	-1%	-3%	i	0.1	-8%	1	-16	-14	-11	752	-0.1%	0.0%
C=CCn1c(C)cc(C(=O)CN2C(=O)NC3(CCCc4ccccc43)C2=O)c1C (stereo unspecified)	1%	10%	i	1.1	12%	1.1	-10	-7	27	812	-0.5%	-1.4%
O=c1nc(C(F)(F)F)nc2ccccn12	4%	7%	i	0.7	9%	1.1	1	12	0	714	0.2%	·
CCOC(=O)Cc1ncccc1C(=O)Nc1ccc(OC)cc1	7%	5%	i	0.6	11%	1	-1	-4	18	685	-0.5%	·
COc1ccc(C2=NOC3(CC(=O)N(c4ccc(F)cc4)C3=O)C2)c(OC)c1 (stereo unspecified)	2%	2%	i	1.2	-5%	1.1	-9	-10	·	·	5.1%	-1.0%
CC(=O)Nc1sc2c(c1CN1CCN(c3ccccn3)CC1)CCCC2	3%	14%	i	2.5	17%	1.1	-15	-1	·	·	7.4%	5.5%
CC(C)=NNc1cc([N+](=O)[O-])cc2c1C(=O)N(C)S2=O (stereo unspecified)	1%	-14%	i	0.2	1%	1.1	4	-9	6	687	0.0%	-1.1%
CCN(C(=O)COC(=O)c1cccc(-n2cnnn2)c1)C1CCCCC1	-1%	-10%	i	0.1	2%	1.1	-10	14	-13	739	0.2%	·
O=C(COc1ncnc2cc([N+](=O)[O-])ccc12)NCc1ccc2c(c1)OCO2	-7%	4%	i	0.7	-4%	1	-2	1	13	757	0.7%	1.4%
CCOC(=O)C1=C(CP(=O)(c2ccccc2)c2ccccc2)NC(=O)NC1c1ccc(Cl)cc1 (stereo unspecified)	4%	-31%	i	4.3	-55%	1.1	-9	6	-9	595	0.1%[50 µM]	-1.5%
CCOCCOc1cccc(C(=O)NC(c2ccccc2)C(C)C)c1 (stereo unspecified)	4%	10%	i	0.7	16%	1.1	12	3	-24	660	0.4%	0.8%
CC1CCN(C2=NC(=O)/C(=C/c3cn[nH]c3-c3ccccc3)S2)CC1	1%	-1%	i	0.5	-12%	1.2	3	14	-2	715	0.1%	-2.5%
CC1CCCC(CC(=O)O)(CC(=O)O)C1 (stereo unspecified)	-2%	·	i	0.5	·	·	·	·	-2	685	0.0%	·
CCCCNC(=O)c1c[nH]c2ccc(S(=O)(=O)N3CCOCC3)cc2c1=O	0%	4%	i	0.5	12%	1.1	-13	14	8	698	0.1%	·
Nc1nc(NCc2ccco2)nc(N2CCN(Cc3ccccc3)CC2)c1[N+](=O)[O-]	6%	·	i	0.4	·	·	·	·	-4	726	0.3%	·
CN(C)c1ccc(/C=N/NC(=O)C2CC2c2ccccc2)cc1 (stereo unspecified)	2%	17%	i	0.6	20%	1	-3	-24	-8	704	-0.2%	5.5%

Random draw from the library; 4.6% or so of the library scored in one or more.
